Scp1 inh = blocks human Scp-1 phosphatase activity; inhibition, % at 20 µM; Recombinant Scp1, phosphopeptide, malachite green phosphate absorbance; 0.88% of 340,000 active; Q9GZU7; AID 493091;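 active = inhibition above about 50% at 20 µM, limit read from the data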;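 also: plate controls were DMSO wells with enzyme for no effect and wells lacking enzyme for full effect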
Target sequence (Q9GZU7 76-261 limits assumed): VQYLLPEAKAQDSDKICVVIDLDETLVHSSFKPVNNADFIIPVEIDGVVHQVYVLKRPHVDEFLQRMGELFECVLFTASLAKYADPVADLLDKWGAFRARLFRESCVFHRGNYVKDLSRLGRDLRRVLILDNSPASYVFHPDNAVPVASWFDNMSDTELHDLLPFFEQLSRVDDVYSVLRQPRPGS
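Test system: SCP-1 phosphatase catalytic domain, residues 76-261 | Compound dosing: One concentration, 20 µM, with 1.0% DMSO | Schedule: 45 min room-temperature reaction, 5 min colour, 30 min stabiliser | Detection: Absorbance at 630 nm | Read-out basis: % inhibition of SCP-1 phosphate liberation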
LMPTP block = blocks human LMPTP phosphatase | P24666 | recombinant LMPTP-A, OMFP fluorogenic substrate, fluorescence intensity | inhibition, % at 20 µM | 0.22% of 360,000 active;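 active = compounds that cut the enzyme signal by at least half of the control window in the single-dose screen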;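 also: plate controls were DMSO wells with enzyme plus substrate for no effect and substrate without enzyme for full effect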
Target sequence (P24666 whole entry, looked up): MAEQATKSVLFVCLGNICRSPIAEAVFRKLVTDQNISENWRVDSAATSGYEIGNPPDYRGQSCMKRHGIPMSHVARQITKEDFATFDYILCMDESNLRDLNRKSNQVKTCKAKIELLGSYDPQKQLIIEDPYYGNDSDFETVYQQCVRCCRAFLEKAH
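material = LMPTP-A | quantity = 0.625 nM enzyme | reagent = OMFP substrate, 400 µM final | buffer or medium = Bis-Tris pH 6.0, DTT, detergent | detection = endpoint fluorescence intensity from OMFP dephosphorylation | dosing = single 20 µM dose | read-out basis = % inhibition relative to no-enzyme and uninhibited control wells | control set = no-enzyme and uninhibited controls | timing = 50 min at room temperature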
eLon inh = E. coli protease La inhibition. 0.42% of 360,000 active. P0A9M0. purified E. coli Lon protease, fluorescence polarization. inhibition, % at 7.94 µM. AID 602123; in the data active = inhibition above about 13%, passing the limit was not always enough;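 also: 0% = enzyme with probe and DMSO and 100% = no enzyme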
SUMO1-SIM PPI = modulators of human SUMO1-mediated protein-protein interactions; P63165; SUMO1 binding to a labelled peptide, TR-FRET, 1 h; inhibition, % at 20 µM; 0.33% of 360,000 active; in the data active = inhibition above about 37%
Target sequence (P63165 whole entry, looked up): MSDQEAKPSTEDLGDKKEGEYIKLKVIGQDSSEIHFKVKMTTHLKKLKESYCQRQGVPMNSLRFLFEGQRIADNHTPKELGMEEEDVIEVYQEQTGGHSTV
bovine MsrA act = bovine methionine sulfoxide reductase A activation | purified bovine MsrA, absorbance read-out | activation, % at 10.6 µM | 0.3% of 360,000 active | AID 602163; in the data active = activation above about 7.5%;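 also: 0% = vehicle and 100% = reference activator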
DNMT1 inh = blocks human DNA methyltransferase DNMT1. DNMT1 molecular beacon, Hinp1I cleavage, fluorescence. inhibition (reported as % activation of signal), % at 10 µM. 0.83% of 360,000 active. AID 588458; in the data active = inhibition above about 50%
Tb MetRS inh = blocks T. brucei methionyl-tRNA synthetase activity | 0.4% of 360,000 active | inhibition, % at 11.9 µM | purified T. brucei MetRS, ATP depletion, Kinase-Glo luminescence;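 active = inhibition above a per-plate cutoff of the control wells' mean inhibition plus 3 SD, cut at about 5.5% in these data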;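 also: 0% = DMSO wells median and 100% = median of wells with control inhibitor compound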
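Material: parasite MetRS enzyme / Replication: singlicate, one well per compound / Signal: luminescence of leftover ATP / Schedule: 2 h aminoacylation at 25 °C after 15 min preincubation / Medium: HEPES-MgCl2-KCl buffer plus DTT, spermine, BSA, pyrophosphatase / Doses: 11.9 µM single point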
CendR NRP1 mod = modulators of CendR peptide binding to human neuropilin-1 | O14786 | FAM-RPARPAR peptide binding to NRP-1, fluorescence polarization | inhibition, % at 25 µM | 0.85% of 360,000 active | AID 602438;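 active = inhibition or corrected inhibition above about 18%, plus a signal ratio from 0.5 to 1.5, limit read from the data, passing the limit was not always enough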; also: strong numbers were not always called active
MsrA inh = inhibits bovine methionine sulfoxide reductase A. purified bovine MsrA, absorbance read-out. inhibition, % at 15.5 µM. 0.75% of 360,000 active; in the data active = inhibition above about 4.5%;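 also: 0% = vehicle wells with enzyme and 100% = reference inhibitor wells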
STEP inh = blocks human striatal-enriched tyrosine phosphatase; 0.25% of 360,000 active; recombinant STEP, OMFP fluorogenic substrate, fluorescence; P54829; inhibition, % at 20 µM; AID 588621;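 active = inhibition at 20 µM, scaled per plate between control wells, above about 37%, limit read from the data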;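 also: 0% = DMSO with enzyme and substrate and 100% = substrate only without enzyme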
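System: isolated STEP enzyme; schedule: 20 min enzyme reaction at room temperature, protected from light; medium: Bis-Tris buffer pH 6.0, 2.5 mM DTT, 0.005% Tween 20; signal: fluorescence, 480/540 nm; dosing: single compound dose of 20 µM, 1% DMSO final; also added: OMFP substrate, 25 µM final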
* hit, by the source's call; / = no result given.

No. | Compound | Scp1 inh | LMPTP block | eLon inh | SUMO1-SIM PPI | bovine MsrA act
1 | O=C(NNC(=O)c1cccc2ccccc12)c1ccc(Br)cc1 | 0.0 | -0.9 | -1.2 | -13.3 | 1.2
2 | c1ccc(CNc2nc3ccccc3n3cnnc23)nc1 | -6.0 | -1.2 | -19.6 | -1.1 | -8.7
3 | COc1ccc(NC(=O)c2cn(CCC#N)nc2-c2cc3ccccc3o2)cc1 | -12.6 | -0.3 | -10.9 | -4.2 | -2.3
4 | CC(C)N(Cc1ccccc1)C(=O)CN1C(=O)c2ccccc2C1=O | -5.1 | -0.8 | -9.7 | -15.6 | -2.6
5 | CCN(CC)S(=O)(=O)c1ccc(Cl)c(C(=O)NCc2ccccc2Cl)c1 | -7.6 | 0.9 | 8.5 | -3.6 | -3.1
6 | COc1cc(NC(=O)CN2CCN(S(=O)(=O)/C=C/c3ccccc3)CC2)cc(OC)c1OC | -7.6 | -1.7 | 0.6 | 3.7 | -1.1
7 | C#CC(CC)(CC)NC(=O)NC1CCCCC1 | -6.6 | -1.8 | 0.4 | 0.3 | -4.5
8 | OCc1cn(-c2ccccc2)nc1-c1ccc2c(c1)OCCO2 | -6.1 | 0.5 | 7.5 | -0.1 | -1.3
9 | Cc1ccc(-n2cnc3sc(C)c(C)c3c2=O)cc1 | 0.4 | 1.0 | 7.4 | -2.7 | -3.2
10 | COc1ccc(C(=O)N/N=C(\C)CC(=O)Nc2ccc(Cl)cn2)cc1 | 0.1 | -0.4 | -1.2 | -4.1 | -3.1
11 | Cc1cccc(C)c1N1CCN(S(=O)(=O)N2CCCCC2)CC1 | -1.1 | 1.6 | 2.2 | 1.0 | -9.4
12 | O=C(NCc1ccc(Cl)cc1)C(=O)N/N=C/c1ccc(Br)cc1 | -4.7 | 0.8 | 3.7 | -1.1 | -0.2

No. | DNMT1 inh | Tb MetRS inh | CendR NRP1 mod | MsrA inh | STEP inh
1 | -3.3 | -0.1 | 5.3 | -0.4 | -2.3
2 | 1.4 | -0.3 | 6.0 | 0.6 | -1.8
3 | -4.3 | -0.7 | 7.9 | 0.8 | 2.0
4 | -1.3 | -1.1 | 5.2 | 1.4 | -1.7
5 | -5.9 | -0.9 | 2.1 | -0.9 | -1.1
6 | 1.3 | -0.4 | -10.1 | 0.4 | 1.7
7 | -0.7 | -0.5 | -12.1 | -1.1 | -2.1
8 | -0.4 | 0.0 | 11.7 | -0.1 | -1.8
9 | 1.4 | -0.5 | 2.1 | -0.2 | -0.7
10 | -1.6 | 0.1 | 4.1 | 0.4 | 1.5
11 | 2.0 | -2.3 | 10.3 | 0.8 | -0.4
12 | 24.1 | -0.1 | 1.6 | 0.8 | -0.9

Overlap with the part before: six entries, then new ones.
No. | Compound | Scp1 inh | LMPTP block | eLon inh | SUMO1-SIM PPI | bovine MsrA act
7 | C#CC(CC)(CC)NC(=O)NC1CCCCC1 | -6.6 | -1.8 | 0.4 | 0.3 | -4.5
8 | OCc1cn(-c2ccccc2)nc1-c1ccc2c(c1)OCCO2 | -6.1 | 0.5 | 7.5 | -0.1 | -1.3
9 | Cc1ccc(-n2cnc3sc(C)c(C)c3c2=O)cc1 | 0.4 | 1.0 | 7.4 | -2.7 | -3.2
10 | COc1ccc(C(=O)N/N=C(\C)CC(=O)Nc2ccc(Cl)cn2)cc1 | 0.1 | -0.4 | -1.2 | -4.1 | -3.1
11 | Cc1cccc(C)c1N1CCN(S(=O)(=O)N2CCCCC2)CC1 | -1.1 | 1.6 | 2.2 | 1.0 | -9.4
12 | O=C(NCc1ccc(Cl)cc1)C(=O)N/N=C/c1ccc(Br)cc1 | -4.7 | 0.8 | 3.7 | -1.1 | -0.2
13 | O=C(CCl)N1CCN(C(=O)C2COc3ccccc3O2)CC1 (stereo not drawn) | 1.9 | -2.5 | -3.3 | -0.3 | -2.3
14 | CCOC(=O)c1ccc(NC(=S)NCc2cccnc2)cc1 | 0.2 | -1.1 | -1.0 | 3.2 | -1.4
15 | c1ccc(Cc2noc(CN3CCN(C4CCc5ccccc5C4)CC3)n2)cc1 (stereo not drawn) | -5.2 | -0.2 | -0.4 | -4.0 | -0.3
16 | C=CCNc1nc2ccccc2nc1NS(=O)(=O)c1cccc(C)c1 | -4.2 | 0.6 | -4.3 | -2.6 | -2.2
17 | O=S(=O)(Nc1ccc(C(F)(F)F)cc1)c1cccs1 | -7.1 | 0.6 | -1.1 | -1.0 | -1.5
18 | O=C(NCCNc1ccnc2cc(Cl)ccc12)c1ccccc1F | -2.8 | 4.7 | 0.0 | 1.8 | -2.4
19 | O=C(CN1CCCC1)N1CCCC(c2ccc(F)cc2)c2ccc(F)cc21 (stereo not drawn) | -4.4 | -1.2 | 6.4 | 2.4 | -4.5
20 | Cc1cccc2c1cnn2C(=O)Nc1ccccc1Br | -9.8 | -1.1 | 3.3 | -0.3 | -4.0
21 | COC(=O)c1nn(-c2ccc(Cl)cc2)c(=O)cc1Sc1ccccn1 | 0.4 | -0.8 | -7.6 | -22.8 | -5.8
22 | CC(=O)n1cc([C@H]2C=C(C(=O)Nc3ccccc3)O[C@@H](OCc3ccc(CO)cc3)C2)c2ccccc21 | -8.7 | 4.2 | -1.6 | 2.5 | -0.9
23 | O=C(O)c1c[nH]c2ccc([N+](=O)[O-])cc2c1=O | -10.5 | 0.3 | -6.9 | -25.0 | -3.1
24 | N/C(=N\OC(=O)c1ccc2ccccc2c1)c1ccccc1Cl | -10.7 | 1.2 | -3.9 | -12.0 | -2.8
25 | CSc1nnc2c(n1)OC(c1cccn1C)N(C(C)=O)c1ccccc1-2 (stereo not drawn) | 2.8 | -2.8 | 1.0 | -2.1 | -2.2

No. | DNMT1 inh | Tb MetRS inh | CendR NRP1 mod | MsrA inh | STEP inh
7 | -0.7 | -0.5 | -12.1 | -1.1 | -2.1
8 | -0.4 | 0.0 | 11.7 | -0.1 | -1.8
9 | 1.4 | -0.5 | 2.1 | -0.2 | -0.7
10 | -1.6 | 0.1 | 4.1 | 0.4 | 1.5
11 | 2.0 | -2.3 | 10.3 | 0.8 | -0.4
12 | 24.1 | -0.1 | 1.6 | 0.8 | -0.9
13 | 7.8 | -0.3 | -2.1 | 0.1 | 0.0
14 | -1.5 | 0.3 | -0.6 | 0.7 | 1.6
15 | -1.7 | -0.1 | -9.4 | -1.2 | 2.7
16 | 0.3 | 0.7 | 9.1 | 3.5 | 1.2
17 | 0.2 | 0.0 | -7.3 | -1.4 | -4.0
18 | -0.3 | 8.7* | -3.9 | -0.4 | -2.6
19 | 1.9 | -0.8 | -1.8 | 2.3 | -2.8
20 | -0.1 | -0.2 | 1.5 | -0.7 | 0.7
21 | -3.6 | -1.7 | -4.1 | -0.6 | 3.4
22 | -10.4 | -0.4 | -18.7 | / | -0.7
23 | -2.9 | 0.1 | -8.8 | 0.3 | 2.9
24 | -2.0 | -0.5 | 0.7 | -0.7 | 2.4
25 | 3.8 | 0.3 | -3.4 | 1.4 | -8.0

Screening results as filed in PubChem.
